Compound activity from PubChem.
Dengue-2 NS5 capping = flavivirus cap methylation enzyme inhibition – biochemical, confirmation dose response, primary screen (AID 588689); Dengue-2 NS5 methyltransferase capping enzyme assay, biochemical; higher % means a stronger effect; inhibition, % at 25 µM; hits with a dose series show IC50 in µM; 0.3% of 340,000 active; in the data active = a potency from the dose series; inconclusive = inhibition above about 29% without an active follow-up result
Rac1 GTP hydrolysis = MgcRacGAP GTPase-activating activity inhibitors, confirmation, biochemical, ADP Hunter fluorescence; MgcRacGAP-stimulated Rac1 GTP hydrolysis, ADP Hunter fluorescence; higher % means a stronger effect; GST-tagged Rac1 F28L mutant substrate; inhibition, % at 30 µM; hits with a dose series show IC50 in µM; 0.6% of 340,000 active;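 active = first-screen hits whose inhibition reached a set limit at any dose in the follow-up dose series; inconclusive = inhibition above the set first-screen limit but never retested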;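 also: fluorescence reports GDP produced by GAP-driven GTP hydrolysis; strong numbers were not always called active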
Large T inhibition = SV40 large T antigen inhibitors, biochemical (AID 1903); SV40 large T antigen ATPase/helicase inhibition assay; higher % means a stronger effect; 0.39% of 310,000 active; inhibition, % at 20 µM; hits with a dose series show IC50 in µM; in the data active = a potency from the dose series; inconclusive = inhibition mostly from about 32% at the one dose, without a potency; inactive = the rest, 99 in 100 with inhibition below about 32%; also: strong numbers were not always called active
RSV antiviral HEp-2 = RSV antiviral activity via CPE protection, HEp-2 cells, primary 10 µM value included (AID 2391); CPE inhibition, % at 10 µM; hits with a dose series show IC50 in µM; 0.13% of 310,000 active; HEp-2 cells, RSV-induced CPE inhibition; higher % means a stronger effect; in the data active = a potency from the dose series; inconclusive = CPE inhibition mostly from about 23% at the one dose, without a potency; inactive = the rest, 99 in 100 with CPE inhibition below about 21%; also: strong numbers were not always called active
Salmonella PhoP GFP = inhibitors of PhoP regulon expression, primary screen, Salmonella Typhimurium, GFP reporter (AID 1863); 0.16% of 300,000 active; S. Typhimurium PhoP-regulated promoter GFP reporter, 4 h; higher % means a stronger effect; inhibition, % at 50 µM; hits with a dose series show IC50 in µM;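 active = inhibition over 29.93%, a cutoff 3 SD above the screen mean, later confirmed by dose response; inconclusive = inhibition over 29.93% but no dose response follow-up; inactive = inhibition at most 29.93% or unconfirmed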;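 also: 0% = low Mg2+ inducing control and 100% = high Mg2+ repressing control; strong numbers were not always called active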
LYP inhibition = inhibitors of LYP phosphatase, biochemical, fluorescence intensity, uHTS (AID 1779); recombinant LYP phosphatase, fluorescence intensity; higher % means a stronger effect; one-dose inhibition, % at 11.5 µM; IC50 in µM for titrated hits; 0.054% of 290,000 active; in the data active = inhibition above about 50%;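 also: plate controls were vehicle with enzyme for no effect and no enzyme for full effect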
West Nile virus CPE = inhibition of WNV-induced cytopathic effect – cell-based, CPE readout (AID 1621); West Nile virus-infected cells, CPE inhibition; higher % means a stronger effect; one-dose CPE inhibition, % at 10 µM; IC50 in µM for titrated hits; 0.02% of 290,000 active; in the data active = a potency from the dose series; inconclusive = CPE inhibition mostly from about 3.7% at the one dose, without a potency; inactive = the rest, 99 in 100 with CPE inhibition below about 2.2%; also: strong numbers were not always called active
CSM14.1 death rescue = rescue of cells from ER stress-induced death, primary screen, 384-well, CSM14.1, thapsigargin, ATP luminescence (AID 1222). CSM14.1 thapsigargin-induced death rescue, ATP luminescence; higher % means a stronger effect. cellular ATP content (survival), % at 20 µM; hits with a dose series show EC50 in µM. 190,000 tested, under 10 active;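 active = EC50 below 50 µM in the dose-response confirmation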;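 also: death triggered by thapsigargin at about 15 µM added after 2 h compound pretreatment; cell ATP read after overnight thapsigargin exposure of roughly 18 to 22 hours; normalized against plate controls of thapsigargin alone and 5% DMSO vehicle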
GPR35 antagonists = GPR35 antagonists blocking zaprinast-driven arrestin recruitment, primary screen, imaging, U2OS, beta-arrestin-GFP, zaprinast agonist (AID 2058); 0.052% of 290,000 active; inhibition, % at 10 µM; hits with a dose series show IC50 in µM; U2OS GPR35 beta-arrestin-GFP translocation imaging, zaprinast antagonism; higher % means a stronger effect;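 active = inhibition of at least 50% with at least 30 cells and total cytoplasm GFP at most 10,000,000; inconclusive = under 30 cells or total GFP of 10,000,000 plus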
Dengue-2 NS5 capping pilot replicate = recorded beside Dengue-2 NS5 capping, whose call it bears; inhibition, %; measured here: pilot screen replicate inhibition
Starred values were filed as active, the others as inactive; ? = inconclusive; · = no result given. The order is random (roughly 1.5% active in at least one column).

SMILES	Dengue-2 NS5 capping	Rac1 GTP hydrolysis	Large T inhibition	RSV antiviral HEp-2	Salmonella PhoP GFP	LYP inhibition	West Nile virus CPE	CSM14.1 death rescue	GPR35 antagonists	others
CSC[C@H](NC(=O)COc1cc2c(c3oc(=O)c(C)c(C)c13)CCC(C)(C)O2)C(=O)O	-6%	4%	4%	0.5%	-6%	-12%	0.3%	·	-12%
CCNC(=S)N1CCN(CCN2C(=O)c3cccc4cccc(c34)C2=O)CC1	-1%	3%	-3%	-1.7%	-1%	-6%	-0.5%	0.4%	10%
O=C(Nc1nc(COc2ccccc2)cs1)C1CCC1	4%	-4%	25%	2.5%	-2%	-7%	-1.6%	-1.7%	-14%
O=S(=O)(c1ccc(Br)cc1)N1CCN(c2ccccc2)CC1	-1%	7%	28%	1.4%	7%	-4%	-0.5%	·	12%
COCCN(C(=S)Nc1cccc(Cl)c1C)C(C)c1ccco1 (stereo not drawn)	-5%	6%	24%	-1.7%	2%	-5%	-0.1%	·	10%
CCn1c(Cc2ccc(OC)cc2)nc2ccccc21	-14%	0%	6%	11%	7%	-8%	-0.8%	·	3%
Cc1ccc(C(=O)OCC(=O)Nc2cccc(Cl)c2C)c(O)c1	-9%	16%	5%	1.7%	-9%	-12%	-1.0%	·	6%
CCOC(=O)c1nc(Nc2ccc(N3CCOCC3)cc2)c2ccccc2n1	1%	22%	15%	2.4%	2%	-1%	-0.5%	·	-10%
Cc1ccccc1CSc1nnc2ccc(-c3ccncc3)nn12	1%	0%	2%	-1.0%	8%	-7%	-0.5%	2.4%	-3%
Cc1ccc(NC(=O)c2ccc(OCC3CCCO3)cc2)cc1 (stereo not drawn)	-5%	0%	0%	9.1%	-12%	-3%	-1.0%	-3.9%	-15%
Cc1ccc(NCc2nnc(SCC(=O)Nc3cccc(O)c3)n2CC2CCCO2)c(C)c1 (stereo not drawn)	6%	6%	9%	-0.1%	11%	-2%	-0.5%	-1.0%	12%
O=C(COC(=O)/C=C/c1cn(-c2ccccc2)nc1-c1ccc2c(c1)OCCO2)NC1CCS(=O)(=O)C1 (stereo not drawn)	-6%	4%	10%	2.5%	-5%	4%	0.8%	·	-9%
O=C(NCc1ccccc1F)c1ccc(S(=O)(=O)Nc2cccc(C(F)(F)F)c2)cc1	-5%	11%	10%	6.3%	2%	1%	-0.6%	-3.7%	-24%
COc1ccc2nc(NC(=O)c3ccc(-c4cccc([N+](=O)[O-])c4)o3)sc2c1	·	·	3%	2.3%	0%	-8%	-0.2%	-0.3%	1%
CCC(=O)N(CC)c1nc(-c2ccc(OC)cc2)cs1	-7%	0%	4%	0.1%	0%	-7%	-0.2%	-3.1%	11%	Dengue-2 NS5 capping pilot replicate=2.1
COc1cccc(C2Nc3cc(Cl)c(S(N)(=O)=O)cc3S(=O)(=O)N2)c1 (stereo not drawn)	3%	15%	6%	0.3%	-1%	-1%	·	0.8%	-6%
COc1ccccc1NC(=O)c1c(Br)cnn1C	9%	11%	2%	13%	-9%	2%	-0.7%	-1.4%	-12%
O=C(NCCNC(=O)c1ccc(-c2ccc(Cl)c(Cl)c2)o1)c1cnccn1	-4%	4%	12%	?	-9%	-8%	0.3%	·	0%
CCN(C(=O)COC(=O)CCCN1C(=O)c2cccc3cccc(c23)C1=O)C1CCS(=O)(=O)C1 (stereo not drawn)	-5%	7%	14%	-1.4%	-8%	·	·	·	·
OC(CNCc1ccc(Cl)c(Cl)c1)c1ccccc1 (stereo not drawn)	-11%	11%	2%	-0.2%	18%	-4%	-0.8%	-4.3%	15%
COc1ccccc1CC(=O)NC1CC1	-4%	10%	6%	0.3%	-2%	-14%	0.0%	·	0%	Dengue-2 NS5 capping pilot replicate=-5.8
CC1CCN(S(=O)(=O)N2CCC(C(=O)NCCN3CCOCC3)CC2)CC1	-3%	1%	-1%	0.9%	6%	-4%	0.1%	1.4%	4%
CN(C)C=Nc1ccc(Cl)c(Cl)c1	-3%	2%	6%	?	-3%	-9%	-0.5%	·	10%
COCCOC(=O)C1=C(C)NC(=O)N(C(C)=O)C1c1ccc(Cl)cc1 (stereo not drawn)	0%	2%	9%	-0.6%	9%	-10%	0.1%	-2.4%	22%
CCN(c1ccccc1)S(=O)(=O)c1ccc(N)c(OC)c1	2%	7%	1%	-0.1%	3%	-3%	·	-3.2%	-3%
O=C(NC1CCN(C(=O)Nc2ccc(F)cc2)CC1)c1ccc(F)cc1	-1%	5%	-6%	-0.7%	7%	-9%	-0.6%	·	5%
O=C(O)C1=C(C(=O)Nc2ccc(F)c(Cl)c2)CCCC1	-6%	5%	-4%	-0.5%	4%	-2%	0.4%	-1.7%	-9%
CC(=O)N1N=C(c2ccccc2)CC1c1cccs1 (stereo not drawn)	-7%	-5%	1%	1.0%	-5%	-4%	0.1%	·	-6%
COc1ccc(-n2nc3cc(C)c(NC(C)=O)cc3n2)cc1	4%	8%	6%	1.7%	2%	-16%	0.6%	-2.5%	-1%
Cc1ccccc1NC(=O)C1Cc2ccccc2CN1C(=O)c1ccco1 (stereo not drawn)	-17%	4%	7%	7.1%	-5%	-12%	-0.5%	·	-6%
CCC(CO)NC(=O)c1ccccc1C(F)(F)F (stereo not drawn)	0%	5%	14%	-0.1%	3%	-4%	0.0%	·	-2%
COc1ccc(/C=C2\SC(=O)N(CC(=O)NCCC(C)C)C2=O)cc1OC	9%	5%	9%	2.0%	-10%	-4%	-0.2%	·	-5%
Cc1ccc(C(=O)NNC(=O)C(C)Oc2ccc3ccccc3c2)o1 (stereo not drawn)	6%	11%	2%	5.9%	5%	·	·	·	·
Cc1cc(C(=O)N2CCCC(C(=O)c3ccc(Cl)cc3C)C2)no1 (stereo not drawn)	0%	4%	10%	7.8%	-5%	2%	-1.4%	·	1%
Cn1c(-c2ccc3c(c2)OCO3)cnc1NCc1ccc(Cl)cc1	0%	27%	21%	2.3%	5%	3%	-0.5%	1.0%	11%	Dengue-2 NS5 capping pilot replicate=1.2
CC(C)CN(CCNC(=O)CN1C(=O)COc2ccc(S(=O)(=O)N3CCC(C)CC3)cc21)CC(C)C	3%	-7%	·	-2.4%	1%	-10%	-0.3%	·	-6%
O=C(NCCc1ccccc1)c1n[nH]c2ccccc12	·	6%	11%	0.5%	-3%	0%	-0.2%	0.1%	-4%
CCSc1ccccc1C(=O)NCc1ccc(OC)cc1	0%	6%	10%	0.9%	-11%	-9%	0.0%	1.8%	-10%
COc1cccc2cc(-c3cn4cccc(C)c4n3)c(=O)oc12	1%	3%	·	0.8%	·	·	1.2%	·	·
Cc1nnc(SCc2nc3ccccc3s2)n1N	-2%	3%	1%	0.3%	-6%	-3%	0.2%	-0.7%	-20%
Cc1occc1C(=O)Nc1ccc2c(c1)CCC2	2%	2%	4%	3.7%	-3%	-5%	0.0%	-1.8%	21%
Cc1ccc(NC(=O)NC(=O)CSc2nnc(-c3ccc(OC(F)F)cc3)n2N)c(C)c1	-4%	5%	5%	2.1%	-17%	-7%	-0.4%	-1.7%	15%
Cc1nc(-c2ccccc2O)n(-c2ccccc2)n1	1%	4%	4%	2.4%	-9%	-9%	0.2%	-3.5%	-5%
COc1ccccc1N1CCN(/N=C/c2cc(OC)c(O)c(OC)c2)CC1	-2%	252µM*	?	2.0%	-2%	-6%	-0.7%	-2.6%	-7%
c1ccc(-n2nc3c(ccc4cnnc43)[nH]2)cc1	5%	-7%	6%	12%	3%	-10%	-0.3%	-2.4%	12%
CN(C)c1ccc2c3c(ccc(N(C)C)c13)C(=O)OC2	·	·	26%	1.6%	-15%	-5%	-0.2%	·	-1%
CC(C)Cn1c(N)c(C(=O)CSc2cc(Cl)ccc2Cl)c(=O)n(C)c1=O	·	·	22%	2.4%	1%	-2%	-0.7%	-2.0%	10%
COc1cc(/C=N/NC(=O)c2ccncc2)ccc1OC(=O)c1ccc([N+](=O)[O-])cc1	-8%	28%	18%	·	6%	0%	0.5%	-1.0%	12%
CC1(C)CC(=O)C2=C(C1)OC(N)=C(C#N)C2c1ccccc1OC(=O)N1CCOCC1 (stereo not drawn)	-5%	2%	4%	0.9%	-15%	-3%	0.3%	-1.4%	4%
O=C(NCCNC(=O)c1ccc(Br)o1)c1ccc(Br)o1	-3%	4%	-4%	2.2%	9%	-10%	0.2%	-2.8%	22%

Next part; the last 2 above are carried over.
SMILES	Dengue-2 NS5 capping	Rac1 GTP hydrolysis	Large T inhibition	RSV antiviral HEp-2	Salmonella PhoP GFP	LYP inhibition	West Nile virus CPE	CSM14.1 death rescue	GPR35 antagonists	others
CC1(C)CC(=O)C2=C(C1)OC(N)=C(C#N)C2c1ccccc1OC(=O)N1CCOCC1 (stereo not drawn)	-5%	2%	4%	0.9%	-15%	-3%	0.3%	-1.4%	4%
O=C(NCCNC(=O)c1ccc(Br)o1)c1ccc(Br)o1	-3%	4%	-4%	2.2%	9%	-10%	0.2%	-2.8%	22%
CCCCn1c(SCC(=O)N2CCc3ccccc32)nnc1-c1ccncc1	-5%	8%	14%	1.2%	1%	1%	-0.5%	·	2%
O=C(Cn1cnc2ccccc21)N/N=C/c1ccc([N+](=O)[O-])cc1	3%	-6%	10%	0.8%	-7%	2%	-0.2%	-2.5%	9%
Cc1cc(Cl)c2ccc3ccccc3c2n1	-6%	-1%	30%	1.2%	4%	-11%	0.0%	-0.6%	12%
Cn1cc([N+](=O)[O-])cc1-c1nc2ccccc2n1C	-2%	10%	8%	?	-5%	-6%	-0.5%	·	-2%
COCc1cc(C)nc2sc(C(=O)Nc3cccc(OC)c3)c(N)c12	-5%	4%	2%	0.4%	-2%	0%	0.2%	·	-11%
COc1cccc(CC(NC(C)=O)C(=O)NC2CCN(c3c(Cc4ccccc4)c(C)nc4ncnn34)CC2)c1OC (stereo not drawn)	1%	8%	8%	2.4%	-8%	-5%	1.4%	-2.2%	0%
Cc1cc([N+](=O)[O-])nn1CCCC(=O)Nc1cc(Oc2ccc(F)cc2)cc([N+](=O)[O-])c1	-6%	10%	9%	18%	-4%	-10%	-1.8%	-2.2%	22%
O=c1c(-c2ccnn2-c2ccc(F)cc2)cnc2n1CCS2	3%	12%	7%	1.1%	4%	-4%	0.3%	-1.2%	2%
CCN(CC)c1nc(-c2nn[nH]n2)nc(N(CC)CC)n1	-7%	8%	4%	0.6%	-9%	4%	0.6%	·	-13%
COc1cc(C)ccc1OCCOCCOc1cccc2ccc(C)nc12	-4%	23%	5%	4.2%	-14%	-4%	-1.4%	-1.9%	-4%
